BAZ2B inh – inhibitors of human BAZ2B bromodomain; Potency, µM (doses to about 114 µM), for the others: top-dose activity change, negative = inhibition, usual class: inhibitors; AID 504333; AlphaScreen BAZ2B-H3K14Ac peptide displacement; Q9UIF8; 360,000 tested, 4.4% active; note: potency is the fitted concentration of half-maximal effect; % is set by controls: 0 for no effect and ±100 for the full control effect; nearly all actives have a fitted effect of over 60% in size
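Inhibition is scored as reduced AlphaScreen emission. The BAZ2B/b-H3(5-23)K14Ac complex (50 nM each) in PBS pH 7.4, 0.01% Tween-20 meets compound (up to 110 uM) for 30 min at RT before bead addition.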
GLS inh – inhibitors of human glutaminase (GLS); 410,000 tested, 0.21% active; AID 624170; GLS enzymatic activity, qHTS titration; Potency, µM (doses to about 45.5 µM), inactives show top-dose activity change, negative = inhibition, usual class: inhibitors; note: potency is the fitted concentration of half-maximal effect; % is set by controls: 0 for no effect and ±100 for the full control effect
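Human kidney-isoform GLS in 45 mM KH2PO4 pH 8.2, 0.02% Tween-20, with compound, started with 1mM L-Glutamine (added stock). Glutamate oxidase/HRP/Amplex red coupled fluorescence read at start and after 30 min at RT.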
ERG-DNA inh – inhibitors of human ERG Ets domain-DNA interaction | P11308 | fluorescence polarization, His-ERG Ets domain / labelled DNA | Potency, µM (series often up to 76.9 µM), for inactives: at the top dose FP activity, negative = inhibition, most hits filed as inhibitors | 370,000 tested, 0.028% active; active = well fitted inhibition curve with a large enough effect in the polarisation, with a control signal flat; inconclusive = small, poorly fitted or top-dose-only effect, or effect the other way, or a change in a side signal; inactive = no such curve, though single readings can be large or run the other way; the % refers to the polarisation;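 note: polarization taken with two DNA probes labelled with fluorescein and Texas red; potency is the fitted concentration of half-maximal effect; % of control where 0% means no effect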
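His-tagged ERG Ets domain (1 uM in the protein solution; 300mM KCl, 50mM Tris-HCl, 1mM EDTA, 1mM DTT, pH 7.5) received compound, then a probe mix of 5 nM fluorescein-DNA and 100nM Texas-615-DNA. Fluorescence polarization was read for both dyes.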
PI4K2A inh – blocks human PI4K2A kinase activity | 420,000 tested, 0.13% active | AID 1346378 | activity change, negative = inhibition, % at 76.9 µM | purified PI4K2A, ADP-Glo luminescence, 1 h; active compounds read low | Q9BTU6; in the data active = activity change below about -50%; inconclusive = mostly about -30% to -49%;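 note: -100% = wells without enzyme as full effect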
Target sequence (Q9BTU6 whole entry, looked up): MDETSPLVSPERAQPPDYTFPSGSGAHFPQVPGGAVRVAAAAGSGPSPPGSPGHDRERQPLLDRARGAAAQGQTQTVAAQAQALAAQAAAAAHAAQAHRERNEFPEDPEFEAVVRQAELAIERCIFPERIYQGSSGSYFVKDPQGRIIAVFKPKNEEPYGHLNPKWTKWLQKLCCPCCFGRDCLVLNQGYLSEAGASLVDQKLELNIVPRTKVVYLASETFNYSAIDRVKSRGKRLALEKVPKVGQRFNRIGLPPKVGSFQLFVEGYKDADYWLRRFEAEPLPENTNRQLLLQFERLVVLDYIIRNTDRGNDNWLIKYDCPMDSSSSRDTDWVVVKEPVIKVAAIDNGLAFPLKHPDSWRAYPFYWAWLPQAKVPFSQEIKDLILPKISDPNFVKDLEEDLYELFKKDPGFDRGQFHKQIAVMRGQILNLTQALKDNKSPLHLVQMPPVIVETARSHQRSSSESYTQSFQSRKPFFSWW
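Compounds are screened against recombinant PI4K2A using PI as substrate and ATP, the latter dispensed at 300 microM. Reactions run one hour at ambient temperature before ADP-Glo detection; full inhibition defined by wells lacking enzyme.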
HP1b binding inh – HP1-beta chromodomain-methylated histone interaction inhibition; AlphaScreen HP1-beta / biotin-H3K9me3 peptide binding; Potency, µM (titrated, usually from 114 µM), for inactives: top-dose activity change, negative = inhibition, usual class: inhibitors; 390,000 tested, 0.56% active; AID 540317; note: potency is the fitted concentration of half-maximal effect; nearly all actives have a fitted effect of over 70% in size; inactives centre near 23
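Compound inhibition of the preformed complex between 50 nM HP1-beta and 50 nM biotinylated H3K9me3 peptide was read by AlphaScreen. Buffer was PBS pH 7.4 with 0.01% Tween-20. Incubations ran 30 min at room temperature, with 10 ug/mL donor/acceptor beads.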
JMJD2A Tudor inh – inhibitors of human JMJD2A Tudor domain | O75164 | AlphaScreen JMJD2A-Tudor / H3K4me3 peptide binding | Potency, µM (highest dose often 114 µM), without a hit: at the highest dose activity change, negative = inhibition, hits mostly inhibitors | 390,000 tested, 4.4% active | AID 504339; note: potency is the fitted concentration of half-maximal effect; % is set by controls: 0 for no effect and ±100 for the full control effect; nearly all actives have a fitted effect of over 50% in size
G9a block – G9a (human) methyltransferase inhibition | G9a H3K9 monomethylation, AlphaScreen, 2 h | 350,000 tested, 8.8% active | Q96KQ7 | Potency, µM (series often up to 102 µM), for inactives: at the top dose activity, negative = inhibition, usual class: inhibitors; note: potency is the fitted concentration of half-maximal effect; % is set by controls: 0 for no effect and ±100 for the full control effect; nearly all actives have a fitted effect of over 75% in size
Target sequence (Q96KQ7 913-1193 limits assumed): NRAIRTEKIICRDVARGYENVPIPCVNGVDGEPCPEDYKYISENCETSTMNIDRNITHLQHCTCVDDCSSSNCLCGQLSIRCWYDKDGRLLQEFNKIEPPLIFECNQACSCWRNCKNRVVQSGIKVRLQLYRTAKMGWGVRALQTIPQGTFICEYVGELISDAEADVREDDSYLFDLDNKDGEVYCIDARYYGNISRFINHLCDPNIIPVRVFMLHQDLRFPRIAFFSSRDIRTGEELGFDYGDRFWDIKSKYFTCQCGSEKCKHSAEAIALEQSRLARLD
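Enzyme 20 nM + cpd, 15 min RT; add b-H3K9 pep 500 nM / SAM 20 uM; 2 h RT; anti-H3K9me1 Ab 0.5 ug/mL + SA donor / anti-rabbit acceptor beads 20 ug/mL each, 10 min; AlphaScreen read.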
RGS4 inh – inhibitors of human regulator of G protein signaling 4; P49798; Transcreener GDP fluorescence polarization, RGS4-accelerated GTP hydrolysis; Potency, µM (series often up to 114 µM), for the others: at the top dose activity change, negative = inhibition, hits mostly inhibitors; 390,000 tested, 0.039% active; AID 504845; note: potency is the fitted concentration of half-maximal effect; % is set by controls: 0 for no effect and ±100 for the full control effect; nearly all actives have a fitted effect of over 75% in size; some results filed as inactive show a strong effect at the top dose
Target sequence (P49798 whole entry, looked up): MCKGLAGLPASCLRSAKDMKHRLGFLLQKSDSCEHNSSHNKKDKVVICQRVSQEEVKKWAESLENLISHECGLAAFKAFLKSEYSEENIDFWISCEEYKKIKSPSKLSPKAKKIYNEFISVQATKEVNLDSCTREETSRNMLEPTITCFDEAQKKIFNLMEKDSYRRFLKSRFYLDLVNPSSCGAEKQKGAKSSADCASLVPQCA
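MLSMR compounds (23 nl, pin-transferred) preincubated 10 min at room temperature with a 500nM (2x) first reagent, then RGS4 at 900nM (2x) plus Transcreener GDP mix added; fluorescence polarization (620/688 nm) read before and after 90 min at 30 °C.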
ALOX12 inh – ALOX12 (human) lipoxygenase inhibition; purified 12hLO, xylenol orange hydroperoxide absorbance; Potency, µM (series often up to 108 µM), inactives show at the top dose activity change, negative = inhibition, hits mostly inhibitors; 580,000 tested, 1.1% active; P18054; AID 1671190; note: potency is the fitted concentration of half-maximal effect; % is set by controls: 0 for no effect and ±100 for the full control effect
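Hydroperoxide product was detected by ferrous iron/xylenol orange as the 573 to 405 nm absorbance ratio. Arachidonic acid at 40 uM (final) was turned over for 30 min at room temperature by 150 nM human 12hLO, pH 7.0 Hepes buffer, after 15 min compound preincubation.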
* hit, by the source's call; i = inactive; u = inconclusive; x = no result given; & = joins results of further samples; [ ] = dose if it differs, or a comment. Unless noted, calls come from the whole dose curve; as a rule, active = well fitted curve in the direction sought with a large enough effect; inconclusive = small, poorly fitted or top-dose-only effect, or another doubt; inactive = no such curve, though single readings can be large; an effect the other way counts as inactive or inconclusive. An excerpt (hit frequency here may not be typical).

The line under a structure holds: BAZ2B inh	GLS inh	ERG-DNA inh	PI4K2A inh	HP1b binding inh	JMJD2A Tudor inh	G9a block	RGS4 inh	ALOX12 inh
Cc1cccc(-n2ncc3c(NCCc4ccc(S(N)(=O)=O)cc4)ncnc32)c1
    -5%	-4%	2%	-2	18%	-28%	u	7%	-3%[57.4 µM]
O=C(NC1CCN(Cc2ccccc2)CC1)c1ccc2c(c1)OCCCO2
    -4%	-12%	-5%	6	60%[activator]	-1%	x	13%	0%
Cn1nc(C(=O)N2CCN(c3ccccc3)CC2)c2c1-c1ccccc1S(=O)(=O)C2
    -19%&2%	-7%&17%	-7%&-2%	-20&-1	18%&35%	-10%&6%	13%	31%&-26%	19%&-7%
O=C1CC(c2cccc(F)c2)C2=C(CCCC2=O)N1 (stereo unspecified)
    4%	1%	-2%	-5	36%	-7%	24%[59 µM]	3%	i
Cc1cc(C)n(-c2ccc(C(=O)NC(C)C)cc2)n1
    4%	5%	-3%	-1	28%	-2%	-1%	3%	13%
COc1cc(O)c(C(CC(=O)N2CCCCC2)c2ccc(N(C)C)cc2)c(OC)c1 (stereo unspecified)
    u	16%	6%	-2	-38%&-24%	50µM*	u	10%&19%	11%
Cc1[nH]c2ccccc2c1/C=N/NC(=O)c1cccc(S(=O)(=O)Nc2cccc(C(F)(F)F)c2)c1
    u	14%	-8%	0	5%	u	x	5%	-2%
O=C(CC1C(=O)NCCN1Cc1cccc(F)c1)NC1CCC1 (stereo unspecified)
    -3%	0%	15%	-4	54%[activator]	5%	u	16%	119%[activator]
O=C(NCC(=O)N(c1ccccc1)C(C(=O)NC1CCCCC1)c1cccnc1)c1cccs1 (stereo unspecified)
    -27%	-5%	8%	6	37%	-1%	-15%	19%	3%
O=C(CNC(=O)c1ccc2c(c1)OCO2)N/N=C/c1cccc([N+](=O)[O-])c1
    -28%	-5%	0%	-2	27%	-8%	-25%	-8%	-24%

Additional entries
The line under a structure holds: BAZ2B inh	GLS inh	ERG-DNA inh	PI4K2A inh	HP1b binding inh	JMJD2A Tudor inh	G9a block	RGS4 inh	ALOX12 inh
CCOc1ccc(NC(=O)CNC(=O)c2cn(-c3ccccc3OC)c(=O)c3ccccc23)cc1
    0%	3%	1%	-1	6%	-24%	-13%	-11%	0%
CC(C(=O)NC1CCCc2ccccc21)N1C(=O)C2CCCCC2C1=O (stereo unspecified)
    -4%	-2%	24%	1	24%	-1%	-2%[12.7 µM]	-3%	-7%
COc1cc([N+](=O)[O-])cc(/C=N/NC(=O)c2cccnc2)c1O
    18µM*	-11%	-11%	-9	13%	22µM*	x	-11%	0%
O=c1c2ccccc2sc2nc(CCl)nn12
    x	1%	x	3	40%[activator]	-4%	x	-20%	-31%
Cc1ccc(CNC(=O)/C=C/c2ccc(S(=O)(=O)NCc3ccco3)cc2)cc1
    4%	5%	-2%	-4	47%[activator]	-2%	-9%[59 µM]	-38%	-14%
O=C(CSc1nc(-c2ccccc2)cc(C(F)(F)F)n1)N1CCOCC1
    10%	0%	-2%	3	u	-4%	-5%[12.7 µM]	-31%	-4%
O=C(Nc1ccc(Cl)cc1)NN1CC(=O)N(c2cccc(C(F)(F)F)c2)CC1=O
    -2%	-1%	-1%	5	29%	-3%	17%	-4%	i
CCOc1cc(/C=N/NC(=O)C(=O)NC2CC2)cc(Br)c1O
    -2%	16%	13%	4	-3%	-1%	8.9µM*	-17%	-22%
CCN(CC)CC(C)CNC(=O)C1(O)c2ccccc2NC(=O)N1c1ccc(Cl)c(Cl)c1 (stereo unspecified)
    -17%	-12%	-10%	3	20%	-15%	6%	22%	-4%
CC(C)CCNc1nc(N2CCCC2)c2c(c1C#N)CCN(C)C2
    u	10%	1%	-6	u	45µM*	-48%	-30%	u

Three entries from above, set out differently.
SMILES | BAZ2B inh | GLS inh | ERG-DNA inh | PI4K2A inh | HP1b binding inh | JMJD2A Tudor inh | G9a block | RGS4 inh | ALOX12 inh
CCOc1ccc(NC(=O)CNC(=O)c2cn(-c3ccccc3OC)c(=O)c3ccccc23)cc1 | 0% | 3% | 1% | -1 | 6% | -24% | -13% | -11% | 0%
COc1cc([N+](=O)[O-])cc(/C=N/NC(=O)c2cccnc2)c1O | 18µM* | -11% | -11% | -9 | 13% | 22µM* | x | -11% | 0%
CC(C(=O)NC1CCCc2ccccc21)N1C(=O)C2CCCCC2C1=O (stereo unspecified) | -4% | -2% | 24% | 1 | 24% | -1% | -2%[12.7 µM] | -3% | -7%

Continued:
The line under a structure holds: BAZ2B inh	GLS inh	ERG-DNA inh	PI4K2A inh	HP1b binding inh	JMJD2A Tudor inh	G9a block	RGS4 inh	ALOX12 inh
COc1ccc2cc(Br)ccc2c1CC(=O)NC(C)C
    -3%	-13%	4%	-1	23%	-6%	5%	3%	1%
COc1cc(COc2ccc(-c3nnco3)cc2)ccc1OC(F)F
    -18%	-3%	-9%	-1	11%	-2%	-7%	8%	u
O=C(CSc1ccc(-c2ccco2)nn1)NCc1ccccc1
    u	1%	x	-4	31%	-18%	u	-8%	-22%
COc1ccc(OC)c(NC(=O)NNC(=O)COc2ccc([N+](=O)[O-])cc2)c1
    5%	32%	7%	0	11%	-25%	94%[activator]	11%	60%[activator]
Cn1cnnc1SCC(=O)Nc1ccc2nc(SCc3ccccc3Cl)sc2c1
    -11%	-3%	-6%	-1	24%	-25%	-22%[59 µM]	-14%	3%
O=C(COC(=O)Cc1ccc(Cl)c(Cl)c1)NCc1ccco1
    u	-25%	12%	0	6%	-16%	u	-14%	u
N#Cc1cc2c(=O)n3ccccc3nc2n(CCCn2ccnc2)c1=N
    7%	-3%	-4%	-8	24%	-32%	2%[59 µM]	15%	-3%
Cc1ccc(CN2CCSCC2)cc1
    u	3%	-8%	3	u	22µM*	x	10%	16%
CCOc1ccc(-n2c(SCc3ccc(C#N)cc3)nnc2-c2cccnc2)cc1
    1%	3%	9%	-1	35%	-36%	-23%	-17%	13%
COc1ccc(NC(=O)CSCC(=O)Nc2cc(Cl)ccc2N2CCCC2)cc1
    -27%	10%	-3%	2	11%	-33%	x	23%	u

(cont.)
The line under a structure holds: BAZ2B inh	GLS inh	ERG-DNA inh	PI4K2A inh	HP1b binding inh	JMJD2A Tudor inh	G9a block	RGS4 inh	ALOX12 inh
C=CCN(c1ccc(C(=O)Nc2ccc(C)cc2)cc1)S(C)(=O)=O
    2%	0%	-1%	1	15%[57 µM]	-8%	2%	-9%	9%
CCCCCCCCOC(=O)c1cc([N+](=O)[O-])c(Sc2ncnc3nc[nH]c23)c([N+](=O)[O-])c1
    x	-28%	x	25	u	u	x	u	u
Nc1nonc1-c1noc(COc2ccccc2Cl)n1
    -1%	0%	-6%	2	59%[activator]	-3%	11%	-10%	0%
COC(=O)c1ccc(CO/N=C/c2ccccc2OC)cc1
    144%[activator]	0%	1%	4	175%[activator]	162%[activator]	191%[activator]	34%	11%
Fc1ccc(Oc2ncccn2)c(F)c1
    5%	-4%	-4%	0	26%	-10%	6%	-3%	0%
CCO[C@H]1OC(C(=O)N2CCCCCCC2)=C[C@@H](c2ccc(C(F)(F)F)cc2)[C@@H]1CCCO
    -11%	4%	-1%	-4	15%	-20%	-20%[59 µM]	30%	4%
Cc1nonc1OCCNc1ccc([N+](=O)[O-])cc1
    -27%	3%	0%	-9	10%	-17%	-4%[59 µM]	5%	u
CCOc1ccc2c(c1)C(c1ccc(C)cc1)=NNC(c1ccc(OC)cc1)=N2
    u	-4%	x	-1	-13%	u	u	15%	0%
COCCn1c(CCc2ccccc2)n[nH]c1=S
    0%	7%	-5%	5	14%	u	-7%	-12%	-18%
CCN(C(=O)COC(=O)c1nc2nc(C)cc(C)n2n1)C1CCCCC1
    2%	3%	-4%	14	21%	1%	-2%	7%	4%&4%

Some entries already given, showing only BAZ2B inh, HP1b binding inh and PI4K2A inh:
SMILES	BAZ2B inh	HP1b binding inh	PI4K2A inh
CCO[C@H]1OC(C(=O)N2CCCCCCC2)=C[C@@H](c2ccc(C(F)(F)F)cc2)[C@@H]1CCCO	-11%	15%	-4
Cc1nonc1OCCNc1ccc([N+](=O)[O-])cc1	-27%	10%	-9
CCOc1ccc2c(c1)C(c1ccc(C)cc1)=NNC(c1ccc(OC)cc1)=N2	u	-13%	-1

Additional compounds
The line under a structure holds: BAZ2B inh	GLS inh	ERG-DNA inh	PI4K2A inh	HP1b binding inh	JMJD2A Tudor inh	G9a block	RGS4 inh	ALOX12 inh
CCOC(=O)C1CCCN(C(=O)Cn2ncc3c(C)n(Cc4ccccc4Cl)c(C)c3c2=O)C1 (stereo unspecified)
    -17%	4%	-2%	-1	11%	-22%	-32%[59 µM]	14%	-5%
Cc1cc(=O)n2nc(N3CCC(C(=O)NCc4cccc(Cl)c4)CC3)sc2n1
    -5%	5%	13%	-1	57%[activator]	-16%	x	19%[56.9 µM]	-1%
O=C(COc1ccc(C(=S)N2CCOCC2)cc1)Nc1ccccc1C(F)(F)F
    -3%	-12%	-3%	-1	18%	-11%	0%[0.501 µM]	25%	u
COc1cccc(C(=O)/C=C/Nc2ccc(S(=O)(=O)Nc3cnc4ccccc4n3)cc2)c1
    0%	-2%	-1%	1	28%	-9%	u	-8%	u
O=C(CCNC(=O)c1ccc(Cl)cc1)NNC(=O)c1ccc(F)cc1
    7%	12%	-2%	-3	17%	-16%	5%	5%	-11%
